Source: PubChem BioAssay (National Center for Advancing Translational Sciences (NCATS))
Ub-GFP proteasome: inhibits proteasome, raising ubiquitin-GFP reporter fluorescence; 67,000 tested, under 10 active; Potency, µM (top dose mostly 45.9 µM), inactives show at the highest dose activation (GFP accumulation), hits mostly activators; Ubiquitin-GFP reporter cells, proteasome inhibition, GFP fluorescence; response scale: untreated = 0%, 10 µM MG-132 = 100%; active = well fitted activation curve with a large enough effect, not every such curve was filed as active; inconclusive = small, poorly fitted or top-dose-only effect, or another doubt; inactive = no such curve, though single readings can be large or run the other way; note: potency is the fitted concentration of half-maximal effect
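U2OS Ub(G76V)-GFP reporter; O/N plating, 0.5% FBS; cpd 46 uM–2.9 nM, 4 h, 37 °C; GFP+ cell count, 488/515 nm; norm. to basal vs 10 uM MG-132; CRC fit.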
HADH2 inh: HADH2 (human) dehydrogenase inhibition. Q99714. recombinant HADH2, NADH fluorescence, beta-hydroxybutyryl-CoA. Potency, µM (doses to about 57.1 µM), for the others: at the top dose activity change, negative = inhibition, actives largely listed as inhibitors. 3.4% of 73,000 active. AID 886; note: potency is the fitted concentration of half-maximal effect; % is set by controls: 0 for no effect and ±100 for the full control effect; nearly all actives have a fitted effect of over 60% in size; many of its hits are not listed in these tables
Target sequence (Q99714 whole entry, looked up, one chain of several): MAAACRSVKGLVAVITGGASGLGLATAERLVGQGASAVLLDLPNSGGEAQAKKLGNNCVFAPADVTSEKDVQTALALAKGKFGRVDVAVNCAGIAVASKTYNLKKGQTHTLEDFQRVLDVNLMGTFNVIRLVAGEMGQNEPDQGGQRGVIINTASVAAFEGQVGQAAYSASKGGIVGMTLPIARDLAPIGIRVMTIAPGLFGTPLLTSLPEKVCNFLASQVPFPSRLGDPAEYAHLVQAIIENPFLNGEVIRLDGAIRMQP
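Read-out: 360 nm excitation, 450 nm emission, kinetic over 4 min. Conditions: His-tagged human HADH2 20 nM, pH 9.0 Tris with Tween-20, 1 mM NAD+, 90 uM beta-hydroxybutyryl-CoA.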
DNA Pol III inh: DNA polymerase III holoenzyme inhibition. 0.25% of 71,000 active. AID 603. Potency, µM (highest dose often 57.1 µM), inactives show at the top dose activity change, negative = inhibition. reconstituted DNA polymerase III holoenzyme replication, biochemical; note: potency is the fitted concentration of half-maximal effect; % is set by controls: 0 for no effect and ±100 for the full control effect
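Reconstituted *E. coli* holoenzyme (0.35 nM Pol III, 1 nM beta, 154 nM SSB, 2 nM primase) was preincubated with compound for 15 min at RT. Synthesis on 1.4 nM ssM13Gori ran 35 min, then was stopped with PicoGreen/EDTA and read as dsDNA fluorescence.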
ERK AVP inh: blocks ERK signaling stimulated by vasopressin; HEK293-V1b, vasopressin-stimulated pERK AlphaScreen; Potency, µM (titrated, usually from 57.5 µM), without a hit: at the highest dose activity, negative = inhibition, actives largely listed as inhibitors; 0.99% of 72,000 active; AID 995; note: potency is the fitted concentration of half-maximal effect; % is set by controls: 0 for no effect and ±100 for the full control effect; nearly all actives have a fitted effect of over 55% in size
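HEK293 cells stably expressing V1b receptor, seeded overnight in 1% FBS, were treated with compounds for 30 min at 37C, then stimulated 5 min with 25 nM vasopressin; phospho-ERK read by AlphaScreen SureFire after lysis.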
Hsp90 Hop PPI: changes Hsp90-Hop TPR2A binding signal, up or down; AlphaScreen TPR2A-His6 binding biotin-Hsp90 C-terminal peptide; Potency, µM (series often up to 57 µM), inactives show at the top dose activity change, negative = inhibition; 0.44% of 71,000 active; AID 595; active = well fitted curve in either direction with a large enough effect; inconclusive = small, poorly fitted or top-dose-only effect, or another doubt; note: potency is the fitted concentration of half-maximal effect; % is set by controls: 0 for no effect and ±100 for the full control effect; many of its hits are not listed in these tables
ALOX15 inhib: inhibitors of human 15-lipoxygenase (ALOX15). AID 887. P16050. purified 15hLO-1, xylenol orange hydroperoxide absorbance. Potency, µM (series often up to 57.1 µM), without a hit: at the highest dose activity change, negative = inhibition, usual class: inhibitors. 1.4% of 74,000 active; note: potency is the fitted concentration of half-maximal effect; % is set by controls: 0 for no effect and ±100 for the full control effect; nearly all actives have a fitted effect of over 55% in size
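Purified human 15hLO-1 (40 nM final) in 25 mM Hepes pH 7.5, 0.01% Triton X-100 was preincubated with compound 15 min at room temperature, then reacted 6 min with 50 uM arachidonic acid; hydroperoxide detected by Fe-XO, 573/405 nm absorbance ratio.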
FLuc inh: inhibitors of firefly luciferase; P08659; purified firefly luciferase, luminescence, 8 min; Potency, µM (series often up to 57.1 µM), without a hit: at the top dose activity change, negative = inhibition, hits mostly inhibitors; 2.2% of 72,000 active; AID 411; note: potency is the fitted concentration of half-maximal effect; % is set by controls: 0 for no effect and ±100 for the full control effect; nearly all actives have a fitted effect of over 40% in size
Target sequence (P08659 whole entry, looked up): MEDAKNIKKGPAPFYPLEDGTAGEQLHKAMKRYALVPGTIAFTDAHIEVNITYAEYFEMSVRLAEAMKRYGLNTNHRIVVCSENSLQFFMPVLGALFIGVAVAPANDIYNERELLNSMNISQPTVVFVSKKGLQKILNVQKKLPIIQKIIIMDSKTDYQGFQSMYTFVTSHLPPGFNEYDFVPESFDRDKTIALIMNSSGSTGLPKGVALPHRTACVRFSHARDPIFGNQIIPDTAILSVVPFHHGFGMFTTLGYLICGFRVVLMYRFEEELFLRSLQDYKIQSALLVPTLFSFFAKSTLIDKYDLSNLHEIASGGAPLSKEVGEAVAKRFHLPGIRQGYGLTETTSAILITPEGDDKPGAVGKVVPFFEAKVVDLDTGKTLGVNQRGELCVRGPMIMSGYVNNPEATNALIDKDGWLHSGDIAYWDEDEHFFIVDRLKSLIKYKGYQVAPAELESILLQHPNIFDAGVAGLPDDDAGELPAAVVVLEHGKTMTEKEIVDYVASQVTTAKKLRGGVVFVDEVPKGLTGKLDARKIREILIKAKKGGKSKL
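Luminescence read-out after 8 min at room temperature; enzyme reaction used luciferin plus 10 uM ATP (linear range) in imidazole buffer pH 7.2 with KCl, MgCl2, Tween 20 and BSA. Each sample was run as a titration.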
Epigenetic mod: derepresses silenced GFP locus in mouse C127i cells; mouse C127i GFP locus derepression, cytometry, 30 h; Potency, µM (top dose mostly 46.1 µM), for the others: top-dose GFP derepression (activation); 0.09% of 68,000 active; AID 597; note: % of control where 0% means no effect
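Derepression screen: silenced CMV-GFP reporter in murine C127i cells, 30 h compound incubation at 37 C, washed cells imaged by laser-scanning cytometer to enumerate GFP-expressing objects of 20 to 120 um.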
HBB splicing: modulators of hemoglobin beta chain splicing; HBB splicing reporter cell assay, activation; EGFP reporter with mutant IVS2-654 intron; response scale: normalised to 500 nM splice-correcting PNA; Potency, µM (top dose mostly 46.1 µM), inactives show top-dose activation, usual class: activators; 0.06% of 65,000 active; AID 925; note: potency is the fitted concentration of half-maximal effect; 0% is about no effect
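Compounds were applied for 2 days to HeLa EGFP-654 cells, 500/well in Optimem with 2% FCS. The reporter's EGFP is disrupted by mis-splicing of beta-globin intron IVS2-654. Readout: summed well GFP fluorescence from 488 nm laser scanning; reference was 500 nM antisense […] 654 PNA.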
Tau filament bind: binders of human tau filaments; P10636; 2% of 71,000 active; AID 596; Potency, µM (top dose mostly 57.1 µM), for inactives: at the highest dose activity change, negative = inhibition; recombinant tau filaments, thioflavin S fluorescence, 15 h; filaments grown with octadecylsulfate alongside compound;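 note: potency is the fitted concentration of half-maximal effect; % is set by controls: 0 for no effect and ±100 for the full control effect; actives lower thioflavin S fluorescence by blocking filaments or displacing dye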
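His-tagged recombinant human tau (exons 2, 3 and 10 included), 1 uM, was induced to fibrillize by 30 uM sodium octadecylsulfate with compound present. After 15 h at 37 C, thioflavine S fluorescence (ex 450, em 510 nm) was read.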
CRE Fsk mod: alters forskolin-stimulated CRE reporter signaling in CHO cells; CHO CRE-bla reporter (cAMP response element driving beta-lactamase), forskolin EC10, beta-lactamase ratio; Potency, µM (highest dose often 38.2 µM), for the others: at the highest dose activity change, negative = inhibition, hits mostly activators; 2.5% of 71,000 active; AID 662; active = well fitted activation curve with a large enough effect in the signal ratio, with a control signal flat, not every such curve was filed as active; inconclusive = small, poorly fitted or top-dose-only effect, or effect the other way, or a change in a side signal; the % refers to the signal ratio; note: potency is the fitted concentration of half-maximal effect; % of control where 0% means no effect
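CHO CRE-bla cells, overnight plating in Opti-MEM with 0.5% dialyzed FBS; cpd titration + EC10 NKH 477, 3 h 37 °C; CCF4 2 h RT; ex 405/em 460 vs 530 ratio → %Activity, AC50.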
Numbers without * were called inactive; i = inactive; ? = inconclusive; . = no result given; [ ] = dose if it differs, or a comment. Unless noted, calls come from the whole dose curve; as a rule, active = well fitted curve in the direction sought with a large enough effect; inconclusive = small, poorly fitted or top-dose-only effect, or another doubt; inactive = no such curve, though single readings can be large; an effect the other way counts as inactive or inconclusive. Not all compounds are listed (hit frequency here may not be typical).

SMILES | Ub-GFP proteasome | HADH2 inh | DNA Pol III inh | ERK AVP inh | Hsp90 Hop PPI | ALOX15 inhib | FLuc inh | Epigenetic mod | HBB splicing | Tau filament bind | CRE Fsk mod
COc1ccc(C(=O)N2CCC3(CC2)CN(C(=O)Nc2ccccc2)C3)cc1 | 2% | -5% | -3% | 18% | 1% | 3% | -2%[11.4 µM] | 5%[9.22 µM] | 3.1% | 3% | -5%
CCNC(=O)CN(Cc1ccccc1)S(=O)(=O)c1ccccc1 | -12% | -6% | 0% | 2% | 1% | 11% | 1% | 2% | -5.8% | 1% | -4%
Cc1ccc(CSc2nnc(-c3ccccn3)n2C)cc1 | 10% | 16% | 2% | 14% | -9% | 4% | -2% | 2% | 1.7%[1.84 µM] | 6% | 25%
O=C(NC1=NCCS1)C1COc2ccccc2O1 (centres undefined) | 4% | 2% | -3% | -9% | -8% | -7% | 2µM* | 4% | -1.2% | -4% | -21%
COc1ccc2[nH]cc(CCNc3ncncc3-c3ccc4c(c3)OCO4)c2c1 | -6% | -7% | 1% | ? | -17% | -2% | 2%[2.29 µM] | 9%[9.22 µM] | 0.2% | -16% | 4%
CCn1nc(C(=O)OCC(=O)NCCN2C(=O)CSC2=O)c2ccccc2c1=O | 1% | 4% | -3% | -7% | 1% | 14% | -1% | 2% | 0.0%[57.5 µM] | -2% | ?
COc1ccc2nc(NC(=O)CCNS(=O)(=O)c3ccc4c(c3)oc(=O)n4C)sc2c1 | -10% | 3% | 0% | 20% | 1% | 0% | -21% | -4% | 1.3% | 1% | -18%
Cc1noc(C)c1-c1nc(NCc2cccnc2)c2ccccc2n1 | 3% | ? | 0% | 2% | 0% | -23% | -3%[2.29 µM] | 2%[9.22 µM] | 2.1% | 4% | 13µM*
N#Cc1cccc(NC(=O)c2ccccc2C(=O)O)c1 | -4% | -5% | 1% | -10% | -5% | -1% | 1% | 2% | 1.0% | 7% | -8%
COc1cccc(-c2cn3nc4c(nc3n2)CCCC4)c1 | . | -3% | 0% | -5% | 2% | -7% | 3.2µM* | -3% | -3.1%[0.369 µM] | 114% | ?

The closing 2 records of the part before are carried over, then new ones follow.
SMILES | Ub-GFP proteasome | HADH2 inh | DNA Pol III inh | ERK AVP inh | Hsp90 Hop PPI | ALOX15 inhib | FLuc inh | Epigenetic mod | HBB splicing | Tau filament bind | CRE Fsk mod
N#Cc1cccc(NC(=O)c2ccccc2C(=O)O)c1 | -4% | -5% | 1% | -10% | -5% | -1% | 1% | 2% | 1.0% | 7% | -8%
COc1cccc(-c2cn3nc4c(nc3n2)CCCC4)c1 | . | -3% | 0% | -5% | 2% | -7% | 3.2µM* | -3% | -3.1%[0.369 µM] | 114% | ?
COc1ccc(Cn2c(C3CC3)nc3ccc(NC(=O)c4ccco4)cc3c2=O)cc1 | -2% | ? | 6% | 11% | -5% | -13% | -2% | 1% | -0.3%[57.5 µM] | 9% | ?
S=c1[nH]nc(SCc2ccccc2Cl)c2[nH]cnc12 | -3%[9.17 µM] | ? | -9%[11.4 µM] | -10%[11.5 µM] | -2%[11 µM] | -25%[11.4 µM] | 0%[11.4 µM] | -3%[9.22 µM] | 3.5%[9.22 µM] | 3%[11.4 µM] | -1%[7.6 µM]
COc1ccccc1N(CC(O)CN1C(=O)NC(C)(C)C1=O)S(=O)(=O)c1ccc(C)cc1 (centres undefined) | -15% | 0% | -4% | 8% | 1% | 2% | 0% | 2% | 0.6%[9.22 µM] | -2% | 0%
COc1ccc(N2CCCn3c2nc2c3c(=O)n(Cc3ccc(F)cc3)c(=O)n2C)c(OC)c1 | -2% | 1% | 10% | -8% | 2% | 8% | 0% | 4% | 1.0%[57.5 µM] | 0% | -11%
O=C(c1cccs1)N1CCN(CCc2ccccc2)CC1 | 8% | 1% | -4% | 8% | -4% | 5% | 1% | -5% | -1.0% | -10% | -6%
Cc1cc(=O)n2[nH]c(COc3ccccc3)nc2n1 | 5% | -31% | -8% | -24% | -2% | -2% | 1% | 3% | 0.0% | -10% | -3%
COCCNC(=O)CNS(=O)(=O)c1ccc2nc(C)sc2c1 | 4% | 5% | -5% | -1% | 0% | -3% | 1% | -2% | -0.5% | 0% | 1%
CCc1c(C)nc2ncnn2c1NCCc1ccc(OC)cc1 | 0% | -3% | -6% | -16% | -5% | 5% | 3% | 0% | . | 1% | ?
O=C(CCCCCn1c(SCC(=O)c2ccccc2)nc2ccccc2c1=O)NCc1ccco1 | -3% | 2% | -5% | -10% | -5% | -12% | -1% | 5% | 2.1% | i | ?
CC1CCCCN1CCCn1c(=S)[nH]c2ccccc2c1=O (centres undefined) | 8% | -5% | -4% | -12% | -4% | -21% | -1% | -3% | 1.1% | 1% | ?
COC(=O)CN(c1cccc(OC)c1)S(C)(=O)=O | -2% | 1% | -7% | -15% | -1% | -5% | -1% | -2% | . | 0% | -2%
COC(=O)c1cc(NC(=O)Cc2coc3cc(OC)ccc23)cc(C(=O)OC)c1 | 1% | -1% | -6% | 4% | 0% | -13% | 0% | 0% | -1.2% | 0% | 20%
O=C(c1cc(C(F)(F)F)cc(C(F)(F)F)c1)N1CCC2(CC1)CN(c1ccccn1)C2 | -10% | -4% | -6% | ? | -2% | ? | -2%[11.4 µM] | 0%[9.22 µM] | 2.7% | 13% | 1%
CC12CC(NC(=O)N1CCc1ccccc1)c1cc(Cl)ccc1O2 (centres undefined) | 9% | -2% | 1% | -18% | 1% | -20% | -1% | -2% | -1.5% | -18% | -2%
Cc1sc2ncn(CCn3cnc4sc(C)c(C)c4c3=O)c(=O)c2c1C | 8% | 19% | -1% | ? | -3% | 6% | 1% | 0% | 2.2% | 3% | ?
O=C(Nc1ccc2c(c1)oc1ccc(S(=O)(=O)N3CCCC3)cc12)C1CC1 | 0% | -1% | 2% | -12% | 1% | -17% | 0% | 3% | 0.1% | 127% | ?
COC(=O)CSc1nc2ccccc2c(=O)n1C | 4% | 6% | -2% | -28% | 48% | 4% | -1% | -2% | . | -9% | ?
O=C(COC(=O)c1cccc(S(=O)(=O)N2CCc3ccccc3C2)c1)NCc1ccco1 | -2% | -16% | -16% | -8% | -4% | -5% | 3% | 0% | -8.1% | 12% | ?
CC(C)(C)n1ncc2c(=O)n(Cc3ccc(Cl)cc3Cl)cnc21 | 4% | 6% | -2% | ? | 8% | -9% | -16% | 1% | -1.1% | 9% | ?
CCN1CCN(CCCNC(=O)C2c3ccccc3C(=O)N(C)C2c2ccc(OC)cc2)CC1 (centres undefined) | 3% | 5% | -6% | 4% | -1% | -1% | 1% | 0% | -0.5% | -28% | -6%
CC(C)C(NS(=O)(=O)c1cccs1)C(=O)N1CCc2ccccc2C1 (centres undefined) | 11% | 0% | 4% | -9% | ? | -7% | 3% | 0% | 1.5% | 4% | ?
O=C(NC1CCCCCC1)c1cccs1 | 14%[9.17 µM] | 0%[11.4 µM] | -5%[11.4 µM] | 6% | -2%[11 µM] | -8%[11.4 µM] | -6% | -2% | -2.9%[0.0738 µM] | 6%[11.4 µM] | ?
CC(=O)CCc1ccc2oc(C(=O)O)c(C)c2c1 | 0% | 7% | -2% | -21% | 3% | 7% | 2% | -3% | -0.2%[57.5 µM] | 2% | -1%
Cc1cc(NC(=O)C2CC(c3cccc(Br)c3)=NO2)no1 (centres undefined) | 0% | 0% | 2% | -8% | -7% | 0% | -1% | 2% | -3.5% | 4% | -12%
CCCc1nc2oc3c(NCCOCCO)ncnc3c2c2c1COC(C)(C)C2 | 2% | ? | -6% | ? | -2% | 5% | 3% | 2% | 2.0%[57.5 µM] | 22% | 2µM*
O=C(Nc1ccc(N2CCN(Cc3ccccc3Cl)CC2)cc1)c1cccnc1 | 8% | 15% | -1% | -10% | -8% | -5% | 0% | 4% | 1.8% | -2% | 1%
COc1ccc(Cc2nn3c(-c4ccccc4Br)nnc3s2)cc1 | 28% | -8% | -3% | -18% | 0% | 10% | 2% | 0% | -0.4% | 29% | -1%
